IP6K1 inh: Primary qHTS assay for small molecule inhibitors of Inositol hexaphosphate kinase 1 (IP6K1). Inositol hexakisphosphate kinase 1 (Homo sapiens), Q92551. IP6K1 kinase, ADP-Glo luminescence, 2 h; stronger effect = lower value. activity change, % (series mostly up to about 58 µM). 140,000 compounds, 0.81% hits. AID 1645851, 2021; in the data active means activity change below about -25%
Target sequence (Q92551 whole entry, looked up): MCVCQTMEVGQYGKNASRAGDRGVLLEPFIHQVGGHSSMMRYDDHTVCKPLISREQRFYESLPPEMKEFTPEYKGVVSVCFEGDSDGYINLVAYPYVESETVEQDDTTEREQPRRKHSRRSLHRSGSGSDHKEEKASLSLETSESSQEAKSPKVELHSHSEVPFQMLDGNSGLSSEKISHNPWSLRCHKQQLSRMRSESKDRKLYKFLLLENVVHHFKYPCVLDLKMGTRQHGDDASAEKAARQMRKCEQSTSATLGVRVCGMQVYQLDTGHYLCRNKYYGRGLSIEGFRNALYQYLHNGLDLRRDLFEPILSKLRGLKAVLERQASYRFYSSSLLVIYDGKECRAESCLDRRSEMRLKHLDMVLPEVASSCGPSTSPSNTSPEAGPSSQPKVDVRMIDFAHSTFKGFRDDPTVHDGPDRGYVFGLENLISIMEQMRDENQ
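ADP-Glo luminescence measures ADP made by human IP6K1 during a 2 h RT reaction with ATP/IP6 (mix at 1.3 mM/130 uM); top library doses 57.5 and 19.1 uM final.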
SNCA expr inh: Primary qHTS assay for inhibitors of alpha-synuclein gene (SNCA) expression; HEK-293 SNCA-luciferase knock-in, luminescence, 24 h; Potency, µM (doses to about 57.2 µM), for the others: at the highest dose activity change, negative = inhibition, most hits filed as inhibitors; 140,000 compounds, 0.17% hits;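 further: potency means the concentration at half of the fitted maximal effect; plate controls were DMSO cells for no effect and cell-free wells for full effect; nearly all actives have a fitted effect of over 45% in size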
GPT2 inh: Primary qHTS assay for inhibitors of Glutamate pyruvate transaminase 2 (GPT2); Alanine aminotransferase 2 (Homo sapiens), Q8TD30; Recombinant GPT2, coupled pyruvate oxidase/HRP Amplex Red fluorescence; Potency, µM (series often up to 57.7 µM), for inactives: at the top dose activity change, negative = inhibition, most hits filed as inhibitors; 100,000 compounds, 0.25% hits; further: potency means the concentration at half of the fitted maximal effect; nearly all actives have a fitted effect of over 60% in size; many of its hits are not listed in these tables
Target sequence (Q8TD30 whole entry, looked up): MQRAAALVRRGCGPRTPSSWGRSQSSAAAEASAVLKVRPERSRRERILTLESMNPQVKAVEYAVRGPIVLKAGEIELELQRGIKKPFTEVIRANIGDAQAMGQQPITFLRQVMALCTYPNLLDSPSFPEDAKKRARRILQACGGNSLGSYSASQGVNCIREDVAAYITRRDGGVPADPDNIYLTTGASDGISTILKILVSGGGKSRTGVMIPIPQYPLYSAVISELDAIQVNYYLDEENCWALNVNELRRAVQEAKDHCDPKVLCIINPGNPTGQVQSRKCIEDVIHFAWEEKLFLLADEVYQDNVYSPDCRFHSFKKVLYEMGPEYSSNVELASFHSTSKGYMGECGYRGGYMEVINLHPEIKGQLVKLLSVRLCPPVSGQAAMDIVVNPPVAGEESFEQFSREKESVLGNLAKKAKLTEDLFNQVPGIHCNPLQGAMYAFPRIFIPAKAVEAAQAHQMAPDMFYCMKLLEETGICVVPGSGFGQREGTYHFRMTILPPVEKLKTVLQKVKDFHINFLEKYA
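GPT2 10ng/uL, a-KG 250uM, L-Ala 2mM, HEPES pH7.5 + 0.0001% Tween; 30 min RT. Then Amplex mix (PO/HRP/ThPP), 30 min RT dark, fluorescence. AOA 50uM used as positive control.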
3T3 cytotox: Cytotoxic Profiling in NIH 3T3 Cell Line of Diverse Libraries Using Quantitative High-Throughput Screening | NIH 3T3 viability, CellTiter-Glo ATP luminescence, 48-72 h | 94,000 compounds, 4.3% hits | AID 1345082, 2018 | Potency, µM (highest dose often 96.7 µM), inactives show top-dose activity change, negative = cytotoxicity, most hits filed as inhibitors; further: potency means the concentration at half of the fitted maximal effect; nearly all actives have a fitted effect of over 55% in size
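Viability of NIH 3T3 cells after 48 or 72 hr compound treatment at 37 °C was assessed by CellTiter-Glo, with luminescence imaged following a 10 min room-temperature step.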
FLuc inh: Firefly luciferase inhibition profiling of diverse chemical library using quantitative high-throughput screening | Luciferin 4-monooxygenase (Photinus pyralis), P08659 | purified P. pyralis luciferase, luminescence, biochemical | Potency, µM (series often up to 115 µM), inactives show at the highest dose activity change, negative = inhibition, hits mostly inhibitors | 76,000 compounds, 2.5% hits; further: potency means the concentration at half of the fitted maximal effect; nearly all actives have a fitted effect of over 65% in size
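Luminescence read by CCD imaging after purified firefly luciferase (10nM final) was added to substrate buffer holding 10uM D-luciferin and 10uM ATP, pH 7.5, pre-dosed with compound.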
HEK293 viab: GF-AFC viability counterscreen for inhibitors of alpha-synuclein gene (SNCA) expression; AID 1671193, 2021; 150,000 compounds, 0.12% hits; Potency, µM (series often up to 57.1 µM), for the others: at the top dose activity change, negative = cytotoxicity, usual class: cytotoxic; HEK-293-SNCA-luc viability, GF-AFC fluorescence, 24 h;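 further: potency means the concentration at half of the fitted maximal effect; 0% = DMSO-treated cells and -100% = medium-only wells without cells; nearly all actives have a fitted effect of over 30% in size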
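Cytotoxicity counterscreen: after 24 h compound treatment of genome-edited SNCA-luciferase HEK-293 cells, live-cell protease substrate GF-AFC read by fluorescence after 30 min; activity scaled between DMSO (0%) and medium-only (-100%), curves Hill-fitted.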
HEK293 tox: Cytotoxic Profiling in HEK 293 Cell Line of Diverse Libraries Using Quantitative High-Throughput Screening. 94,000 compounds, 6.6% hits. AID 1345083, 2018. HEK 293 viability, ATP luminescence (CellTiter-Glo), 48-72 h. Potency, µM (highest dose often 115 µM), for the others: at the highest dose activity change, negative = cytotoxicity, usual class: inhibitors; further: potency means the concentration at half of the fitted maximal effect; nearly all actives have a fitted effect of over 60% in size
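Pintool-delivered compounds were incubated with HEK 293 cells (250 cells/well) at 37 degree Celsius for 48 or 72 hr. ATP-dependent luminescence (CellTiter-Glo) then reported remaining viable cells.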
* marks the source's active call; other numbers are inactive results; [ ] = remark or other dose. Unless noted, the call rests on the fitted dose curve; in most records, active means well fitted curve in the direction sought with a large enough effect; inconclusive means small, poorly fitted or top-dose-only effect, or another doubt; inactive means no such curve, though single readings can be large; an effect the other way counts as inactive or inconclusive. Unless noted, on the % scale 0 is the no-effect control and ±100 the full control effect.

What do the screens show for `Cc1ccccc1OCc1nc(C2CN(C(=O)Cc3cccc(F)c3)C2)no1`?
IP6K1 inh: 10; SNCA expr inh: 10%; GPT2 inh: inactive; 3T3 cytotox: 40µM*; FLuc inh: -19%; HEK293 viab: 0%; HEK293 tox: 45µM*

What do the screens show for `Cc1cc(=O)n(CC(=O)NCc2ccccc2Br)c(N2CCOCC2)n1`?
IP6K1 inh: 15; SNCA expr inh: 5%; GPT2 inh: -1%; 3T3 cytotox: -28%; FLuc inh: 3%; HEK293 viab: -6%; HEK293 tox: -27%

What do the screens show for `CC(N)(Cc1ccc(O)c(O)c1)C(=O)O` (centres undefined)?
SNCA expr inh: 6%; GPT2 inh: 8.9µM*; HEK293 viab: -9%

Results for CCOc1ccccc1CNC(=O)CN1C(=O)c2cccnc2Oc2ccc(C)cc21 ?
IP6K1 inh: -15; SNCA expr inh: -35%; HEK293 viab: -9%

Results for CC1=C[C@@H](CNS(=O)(=O)c2ccccc2)[C@H](C(C)C)C[C@H]1CC(=O)NCc1ccc(C#N)cc1 ?
IP6K1 inh: 10; SNCA expr inh: -25%; GPT2 inh: inconclusive; 3T3 cytotox: inconclusive; FLuc inh: -3%; HEK293 viab: -19%; HEK293 tox: inconclusive

What do the screens show for `COC(=O)C1=C(C)NC(C)=C([N+](=O)[O-])C1c1ccccc1C(F)(F)F` (centres undefined)?
SNCA expr inh: -23%; GPT2 inh: -6%; HEK293 viab: -13%

How did COc1cccc(C(=O)N2CC(Oc3ccccc3-c3nc(-c4cnccn4)no3)C2)c1 do in these assays?
IP6K1 inh: -7; SNCA expr inh: -7%; GPT2 inh: inactive; 3T3 cytotox: inconclusive; FLuc inh: -6%; HEK293 viab: inconclusive; HEK293 tox: inconclusive

What do the screens show for `CC(C)n1cc2cc(C(=O)O)sc2c1`?
IP6K1 inh: -10; SNCA expr inh: -2%; GPT2 inh: inactive; 3T3 cytotox: 2%; FLuc inh: -7%; HEK293 viab: 2%; HEK293 tox: 8%

How did CN1CCCN(CC(=O)N2C[C@H](NS(C)(=O)=O)[C@@H](C3CC3)C2)CC1 do in these assays?
IP6K1 inh: -9; SNCA expr inh: -19%; GPT2 inh: inactive; 3T3 cytotox: 1%; FLuc inh: 8%; HEK293 viab: 5%; HEK293 tox: 2%

How did COc1ccc(CNC(=O)C2=Cc3cccc(OC)c3OC2)cc1OC do in these assays?
IP6K1 inh: -3; SNCA expr inh: 37%[activator]; HEK293 viab: -9%

Filtered by structure, the entries above containing an aryl methoxy group
How did COc1cccc(C(=O)N2CC(Oc3ccccc3-c3nc(-c4cnccn4)no3)C2)c1 do in these assays?
IP6K1 inh: -7; SNCA expr inh: -7%; GPT2 inh: inactive; 3T3 cytotox: inconclusive; FLuc inh: -6%; HEK293 viab: inconclusive; HEK293 tox: inconclusive

How did COc1ccc(CNC(=O)C2=Cc3cccc(OC)c3OC2)cc1OC do in these assays?
IP6K1 inh: -3; SNCA expr inh: 37%[activator]; HEK293 viab: -9%

Further structures
What do the screens show for `COc1ccc(CN(C(=O)Nc2cccc(OC)c2)C2CCN(C(C)=O)CC2)cc1`?
IP6K1 inh: 19; SNCA expr inh: -10%; HEK293 viab: -1%

How did CCOc1ccc(NC(=O)CC2C(=O)N(c3ccc(OC)cc3)C(=O)N2CCC2=CCCCC2)cc1 (centres undefined) do in these assays?
IP6K1 inh: -13; SNCA expr inh: 51%[activator]; HEK293 viab: -10%

Results for O=C(CCn1cnc2ccccc2c1=O)NC1CCCN(CCc2ccccc2)C1 (centres undefined) ?
IP6K1 inh: 2; SNCA expr inh: -22%; GPT2 inh: inactive; 3T3 cytotox: 0%; FLuc inh: 2%; HEK293 viab: 3%; HEK293 tox: -2%

How did COc1cc(OC)cc(C(=O)N2CCC[C@H]2c2nc(-c3ccccc3)no2)c1 do in these assays?
IP6K1 inh: 8; SNCA expr inh: 191%[activator]; GPT2 inh: -11%; 3T3 cytotox: inconclusive; FLuc inh: -7%; HEK293 viab: inconclusive; HEK293 tox: inconclusive

How did O=C(c1cc(=O)[nH]c2cc(F)ccc12)N1CCCC(CCc2ccc(F)cc2)C1 (centres undefined) do in these assays?
IP6K1 inh: -15; SNCA expr inh: 5%; GPT2 inh: inactive[11.5 µM]; 3T3 cytotox: inconclusive; FLuc inh: -4%; HEK293 viab: -8%; HEK293 tox: inconclusive

How did Cc1ccccc1-c1ccc(COc2ccc3c(cnn3CCC(=O)O)c2)cc1 do in these assays?
IP6K1 inh: -13; SNCA expr inh: 9%[87.6 µM]; GPT2 inh: 5%[88.5 µM]; 3T3 cytotox: inconclusive; FLuc inh: inconclusive; HEK293 viab: 0%[87.6 µM]; HEK293 tox: inconclusive

What do the screens show for `COCCN1CCC(N2CCN(S(=O)(=O)c3ccccc3)CC2)C1=O` (centres undefined)?
IP6K1 inh: 0; SNCA expr inh: 31%[activator]; GPT2 inh: inactive; 3T3 cytotox: -11%; FLuc inh: -2%; HEK293 viab: -1%; HEK293 tox: -3%

How did Cc1ccc(-n2c(C3CCN(C(=O)c4ccco4)CC3)n[nH]c2=O)cc1 do in these assays?
IP6K1 inh: 11; SNCA expr inh: 1%; GPT2 inh: 4%; 3T3 cytotox: 22µM*; FLuc inh: 10%; HEK293 viab: -5%; HEK293 tox: 6%

How did C=CS(=O)(=O)NC1CCN(C(=O)CNc2cc(I)c(Cl)cc2OC)CC1 do in these assays?
IP6K1 inh: 21; GPT2 inh: 0%; HEK293 viab: inconclusive

How did Cc1cc(-c2ccc(C)c(S(=O)(=O)Nc3ccc(C)c(N(C)C)c3)c2)on1 do in these assays?
IP6K1 inh: 9; SNCA expr inh: -10%; HEK293 viab: -11%

Results for COc1ccc(NC(=O)CSc2cn(CCNC(=O)c3c(F)cccc3F)c3ccccc23)cc1 ?
IP6K1 inh: 11; SNCA expr inh: 41%; HEK293 viab: 3%

How did COc1ccc(CCNc2nc3cc(OC)c(OC)cc3c3nc(-c4ccccc4)nn23)cc1OC do in these assays?
IP6K1 inh: 3; SNCA expr inh: 197%[activator]; HEK293 viab: -2%

How did Cc1ncccc1C(=O)N1C[C@@H](COCC2CC2)[C@H](c2ccccn2)C1 do in these assays?
IP6K1 inh: 15; SNCA expr inh: -6%; GPT2 inh: inactive; 3T3 cytotox: 3%; FLuc inh: 5%; HEK293 viab: 1%; HEK293 tox: inactive

How did CCC(=O)Oc1c(Sc2ccc(Cl)cc2)c(C)nn1C(C)(C)C do in these assays?
IP6K1 inh: -9; SNCA expr inh: -18%; HEK293 viab: -11%

How did COC(=O)[C@H](Cc1ccc(OC)cc1)NC(=O)[C@H]1CN(C(=O)Nc2ccccc2)CCN1C(=O)NC(C)C do in these assays?
IP6K1 inh: 1; SNCA expr inh: -9%; GPT2 inh: -25%; 3T3 cytotox: -11%; FLuc inh: 15%; HEK293 viab: inconclusive; HEK293 tox: -29%

Results for COc1ccc(CNC(=O)N[C@@H]2CN(c3ccncn3)C[C@H]2CN(C)C)cc1 ?
IP6K1 inh: -4; SNCA expr inh: -5%; GPT2 inh: inconclusive; 3T3 cytotox: 0%; FLuc inh: -5%; HEK293 viab: 9%; HEK293 tox: inactive

Results for OCC1OC(Oc2cc(O)c3c(c2)OC(c2ccc(O)cc2)C(O)C3)C(O)C1O (centres undefined) ?
IP6K1 inh: 12; GPT2 inh: inconclusive; HEK293 viab: -14%[23.9 µM]

How did COc1ccc(CCNC(=O)CCCCn2c(=O)c3ccccc3n(CC(=O)Nc3c(C)cccc3C)c2=O)cc1OC do in these assays?
IP6K1 inh: 15; SNCA expr inh: 16%; HEK293 viab: inconclusive

What do the screens show for `CCn1ccnc1C1CCN(C(=O)Cn2cccnc2=O)CC1`?
IP6K1 inh: -1; SNCA expr inh: 10%; GPT2 inh: inactive; 3T3 cytotox: -5%; FLuc inh: 6%; HEK293 viab: -4%; HEK293 tox: inconclusive

How did O=C(NCCc1ccccc1)c1cc(Nc2ccccc2)nc2ccccc12 do in these assays?
IP6K1 inh: 6; SNCA expr inh: -5%; HEK293 viab: -6%

Gathered by group: the compounds so far containing a Cl atom
How did C=CS(=O)(=O)NC1CCN(C(=O)CNc2cc(I)c(Cl)cc2OC)CC1 do in these assays?
IP6K1 inh: 21; GPT2 inh: 0%; HEK293 viab: inconclusive

How did CCC(=O)Oc1c(Sc2ccc(Cl)cc2)c(C)nn1C(C)(C)C do in these assays?
IP6K1 inh: -9; SNCA expr inh: -18%; HEK293 viab: -11%

(listing goes on)
What do the screens show for `O=C(Nc1cccc(F)c1)N1CCC2(CC1)SCC(=O)N2Cc1ccco1`?
IP6K1 inh: 33; SNCA expr inh: 0%; GPT2 inh: 2%; 3T3 cytotox: -29%; FLuc inh: -10%; HEK293 viab: -5%; HEK293 tox: -22%

How did Nc1nnc(SCC(=O)Nc2ccccc2)s1 do in these assays?
IP6K1 inh: -2; SNCA expr inh: 68%[activator]; HEK293 viab: 5%

How did CCc1nc(C)sc1C(=O)N1C[C@@H](C(=O)O)[C@H](c2cccc(OC)c2)C1 do in these assays?
IP6K1 inh: 7; SNCA expr inh: -4%; GPT2 inh: -15%; 3T3 cytotox: -12%; FLuc inh: -5%; HEK293 viab: 13%; HEK293 tox: -6%

What do the screens show for `O=C(Nc1ccccc1)c1ccc(N2CC3CCC(C2)N3CC(F)(F)F)nn1`?
IP6K1 inh: 3; SNCA expr inh: 101%[activator]; GPT2 inh: -5%; 3T3 cytotox: -18%; HEK293 viab: 0%; HEK293 tox: inconclusive

What do the screens show for `COc1ccc(OC)c(NC(=O)c2cccc3c2CCN3C(=O)c2ccc(F)cc2)c1`?
IP6K1 inh: 5; SNCA expr inh: 27%; GPT2 inh: -6%; 3T3 cytotox: -24%; FLuc inh: -25%; HEK293 viab: 3%; HEK293 tox: inconclusive

A portion of the library; count on the stated rates, not on these rows.
